CHRM5 PAM = CHRM5 positive allosteric modulation; CHO-K1 hM5, Fluo-8 calcium, ACh EC20 PAM; 0% = ACh EC20, 100% = ACh EC100; activation, % at 3 µM; actives 0.3% (n = 360,000);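 active = activation above the run cutoff, the mean activation of all test compounds plus 3 SD, cut at about 18% in these data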
Target sequence (P08912 whole entry, looked up): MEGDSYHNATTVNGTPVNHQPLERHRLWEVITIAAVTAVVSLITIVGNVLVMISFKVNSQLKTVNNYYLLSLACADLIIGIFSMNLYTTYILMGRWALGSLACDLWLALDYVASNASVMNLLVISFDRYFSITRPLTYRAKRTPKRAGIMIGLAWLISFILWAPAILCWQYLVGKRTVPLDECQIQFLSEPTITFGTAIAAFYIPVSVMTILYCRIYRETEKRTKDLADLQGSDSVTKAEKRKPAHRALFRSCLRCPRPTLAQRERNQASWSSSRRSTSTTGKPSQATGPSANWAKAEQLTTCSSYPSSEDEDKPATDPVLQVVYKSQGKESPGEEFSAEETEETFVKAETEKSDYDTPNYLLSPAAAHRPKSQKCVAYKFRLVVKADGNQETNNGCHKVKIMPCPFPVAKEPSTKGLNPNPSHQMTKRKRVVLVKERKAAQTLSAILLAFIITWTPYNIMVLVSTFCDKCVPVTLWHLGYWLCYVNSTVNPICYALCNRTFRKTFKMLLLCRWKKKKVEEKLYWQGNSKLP
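Replicates: One well per compound, no replicates | System: Human M5 receptor in CHO-K1 cells | Benchmarks: Low control EC20 acetylcholine (0%), high control EC100 acetylcholine (100%) | Probe or stimulus: Acetylcholine, EC20 level | Times: Fluo-8 loading 80 min at 37 °C plus 30 min room temperature | Signal: Intracellular calcium via Fluo-8 fluorescence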
CRFBP-R2 block = blocks CRF-induced signaling of the CRF-BP/CRF-R2 complex. HEK293 CRF-R2/CRF-BP, CRF-induced calcium fluorescence. inhibition, % at 11.8 µM. actives 0.59% (n = 350,000). AID 588475;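 active = inhibition of the ligand-induced calcium signal above about 50% at the single tested concentration, limit read from the data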
M1 PAM parental = nonselective activator or artifact in parental CHO-K1 calcium assay. ATP EC20, Fluo-8 calcium fluorescence; 0% at ATP EC20, 100% at ATP max. activation, % at 3 µM. actives 0.02% (n = 360,000). AID 602247;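 active = activation above the run cutoff, the mean activation of all test compounds plus 3 SD, cut at about 40% in these data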;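 also: peak over basal fluorescence ratio in a 140 s read after ATP addition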
CHRM4 PAM = CHRM4 positive allosteric modulation | CHO-K1 hM4/Gqi5, Fluo-8 calcium fluorescence, ACh EC20; 0% = ACh EC20, 100% = maximal ACh | activation, % at 3 µM | actives 0.4% (n = 360,000) | AID 624126;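 active = activation above its plate's cutoff, the mean activation of sample wells plus 3 SD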; also: some results filed as inactive read as strong as hits
CRFR2-BP ag = agonists of human CRF-binding protein/CRF-R2 receptor complex | activation, % at 13.2 µM | HEK293 CRF-R2/CRF-BP, calcium dye fluorescence (FLIPR); percent of saturating CRF peptide response | actives 0.46% (n = 350,000);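 active = activation of at least 50%, plus an integration ratio under a set limit after plate pattern correction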;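 also: plate controls were neutral control wells without compound for no effect and CRF at EC100 for full effect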
TAAR1 antagonist = antagonists of human TAAR1. Q96RJ0. CHO RD-HGA16 TAAR1, Fluo-8 calcium fluorescence, antagonist. inhibition, % at 3 µM. actives 1.5% (n = 360,000);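 active = inhibition above a per-plate cutoff, the mean inhibition of test compounds on that plate plus 3 SD, cut at about 49% in these data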;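 also: 0% = DMSO plus EC80 beta-PEA response and 100% = DMSO alone without agonist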
Target sequence (Q96RJ0 whole entry, looked up): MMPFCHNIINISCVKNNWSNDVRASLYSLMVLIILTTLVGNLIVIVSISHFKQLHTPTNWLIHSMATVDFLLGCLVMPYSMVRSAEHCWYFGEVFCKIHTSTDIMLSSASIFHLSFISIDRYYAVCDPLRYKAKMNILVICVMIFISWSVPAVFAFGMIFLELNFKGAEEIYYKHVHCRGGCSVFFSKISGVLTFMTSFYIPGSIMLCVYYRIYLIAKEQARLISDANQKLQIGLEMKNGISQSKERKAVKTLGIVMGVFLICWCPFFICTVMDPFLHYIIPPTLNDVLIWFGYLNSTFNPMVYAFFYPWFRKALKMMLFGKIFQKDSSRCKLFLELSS
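test system = CHO RD-HGA16 cells bearing hTAAR1 | replication = singlicate | controls = DMSO-only wells and EC80 β-PEA-stimulated wells | reagent = EC80 β-phenethylamine stimulus | read-out basis = percent inhibition of PEA-evoked calcium signal, max/basal emission ratio | schedule = seeding 17-24 h prior, 75-min 37 °C, 30-min RT dye loading | signal = kinetic Fluo-8 calcium fluorescence measurement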
M5 ag = CHRM5 agonism in calcium assay; CHO-K1 hM5 cells, Fluo-8 calcium fluorescence; 0% DMSO wells, 100% maximal acetylcholine response; activation, % at 3 µM; actives 0.19% (n = 360,000);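 active = activation above the run's mean over test compounds plus 3 SD, cut at about 23% in these data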;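 also: signal is peak over basal fluorescence ratio across the kinetic read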
M5 antag = blocks acetylcholine activation of human M5 receptor | P08912 | CHO-hM5 cells, Fluo-8 calcium fluorescence, ACh EC80 | inhibition, % at 3 µM | actives 0.59% (n = 360,000) | AID 624040;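 active = inhibition above a per-plate cutoff, the mean of that plate's test compounds plus 3 SD, cut at about 27% in these data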;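 also: 0% = acetylcholine EC80 with DMSO and 100% = DMSO without agonist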
TAAR1 agonist = agonists of human TAAR1; actives 0.99% (n = 360,000); activation, % at 3 µM; CHO RD-HGA16 TAAR1, Fluo-8 calcium fluorescence; vehicle wells 0%, saturating PEA agonist 100%;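 active = activation above the mean activation of all test compounds in the run plus 3 SD, cut at about 38% in these data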
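Test system: RD-HGA16 (CHO) cells co-expressing Gα16 and hTAAR1 / Benchmarks: DMSO vehicle as 0%, PEA at EC100 as 100% / Repeats: no replicates (n 1) / Measure: % activation from peak over basal fluorescence ratio, DMSO-to-PEA scaled / Timing: 17-24 h plating, Fluo-8 75 min 37 °C, 30 min RT / Technique: kinetic Fluo-8 calcium fluorescence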
An asterisk follows results filed as active; nt = no result given. Random draw from the library, and some 4.2% of all compounds hit somewhere here.

SMILES	CHRM5 PAM	CRFBP-R2 block	M1 PAM parental	CHRM4 PAM	CRFR2-BP ag	TAAR1 antagonist	M5 ag	M5 antag	TAAR1 agonist
Cc1ccccc1Nc1nc(N)nc(COC(=O)c2ccc([N+](=O)[O-])o2)n1	0	4	1	8	-0.3	14	-1	13	0
Cc1ccc(C(=O)N2CCCCC2)cc1S(=O)(=O)N1CCCC1	7	-3	-1	6	0.4	6	4	-5	1
c1ccc(C(c2nnnn2Cc2ccco2)N2CCN(C3CCCC3)CC2)cc1 (stereo not drawn)	-16	-9	3	-5	-0.7	-4	-14	3	9
CC1CCN(c2c(NCC3CCC(C(=O)Nc4ccccn4)CC3)c(=O)c2=O)CC1 (stereo not drawn)	5	-11	-4	2	0.2	0	0	-4	0
CN(C)C(=O)c1ccc(NS(=O)(=O)c2ccc3c(c2)OCCO3)cc1	-1	-3	15	7	-1.1	0	2	5	7
COC(=O)[C@@]1(Cc2ccccc2)[C@H]2C(=O)N(C)C(=O)[C@H]2[C@H]2CN=C(SCc3ccc(C)cc3)N21	-4	-7	8	-7	-1.1	-8	2	6	6
COCCCNC(=S)N1CCN(S(=O)(=O)c2ccc(OC)cc2)CC1	0	-8	-1	11	-0.9	-14	1	2	10
CSc1ccccc1OCc1cc(C(=O)N(C)C2CCCc3ccccc32)no1 (stereo not drawn)	1	-7	11	-5	4.1	7	-4	3	0
Cc1cc(C(=O)N(C)C)sc1-c1ccccc1	0	-2	9	3	0.4	6	-7	1	1
O=C(O)[C@H]1CC=C[C@H]2CCN(Cc3ccc(Cl)c(Cl)c3)C(=O)[C@@H]12	-2	15	-6	-3	0.2	-30	1	-2	0
CSc1ncnc2c1ncn2CCCNCc1ccccn1	5	3	16	2	-0.7	-22	0	-9	2
COc1ccc(S(=O)(=O)c2cnc3ccccc3n2)cc1	-2	19	4	-2	-0.7	-4	-3	12	2
CC(C)Cn1c(CCNC(=O)c2ccco2)nc2ccccc21	-2	12	12	1	-0.4	-22	-2	1	2
COc1ccc(-c2noc(C3CCCN(C(=O)c4ccc(F)cc4)C3)n2)cc1 (stereo not drawn)	-2	-6	-19	-8	-2.4	-9	10	3	1
Cc1cc(C)c2[nH]c(=O)c(C(c3nnnn3Cc3ccc4c(c3)OCO4)N3CCC(C)CC3)cc2c1 (stereo not drawn)	-2	11	7	0	-0.6	0	-4	0	7
N#CCCOC1(C#CCN2CCCC2)CCCCC1	-24	1	16	-6	-1.0	-10	-23	18	0
COc1cccc(-n2cnnn2)c1	-4	0	8	6	1.1	0	0	5	-1
COC(=O)CCCC(=O)Nc1ccc(Cl)c(Cl)c1	-3	14	14	6	-1.2	-4	0	-3	16
CCNS(=O)(=O)c1ccc(CCC(=O)O)cc1	-4	1	13	-3	-2.5	8	-2	-8	5
Nc1[nH]c(N=NC(=O)c2ccc(Cl)cc2)c2ccccc12	-6	17	15	-5	-1.3	-13	0	10	3
O=C(CSc1c2c(nc3ccccc13)CCCC2)NCc1ccco1	-4	14	3	-4	1.5	11	-1	-1	3
Cc1ccc2nc(SCC(=O)NCc3ccc(S(N)(=O)=O)cc3)[nH]c2c1	5	3	13	0	0.4	12	2	5	0
CCCNC(=O)CC(NS(=O)(=O)c1ccc(Cl)cc1)c1ccco1 (stereo not drawn)	7	-35	7	22	0.2	-22	0	-5	9
Cc1c(Br)c([N+](=O)[O-])nn1C(C)C(=O)NCc1ccco1 (stereo not drawn)	1	0	5	-4	1.7	-3	-1	3	-1
CC(=O)N1N=C(c2ccc(C)o2)CC1c1cccc(F)c1 (stereo not drawn)	-5	14	-4	0	1.0	4	2	2	1

The list goes on.
SMILES	CHRM5 PAM	CRFBP-R2 block	M1 PAM parental	CHRM4 PAM	CRFR2-BP ag	TAAR1 antagonist	M5 ag	M5 antag	TAAR1 agonist
OC(c1ccccc1)c1nc(/C=C/c2ccc(C(F)(F)F)cc2)cs1 (stereo not drawn)	-3	nt	9	8	nt	-17	0	3	1
Cc1ccc(S(=O)(=O)NC2=NCN(C)CN2)cc1[N+](=O)[O-]	1	1	20	1	0.7	-10	-3	0	4
O=C(NCc1ccccc1)c1ccc(Cl)c(NC2=NC3CS(=O)(=O)CC3S2)c1 (stereo not drawn)	-4	-20	18	6	-2.6	-2	1	-2	2
O=C(Nc1cccc2[nH]c([C@H]3C[C@H](O)[C@@H](CO)O3)nc12)NC(c1ccccc1)c1ccccc1	-9	nt	4	-1	nt	-17	4	4	0
CN(CCOc1ccccc1)C(=O)c1ccc(Cl)c(S(=O)(=O)N2CCCCC2)c1	-6	6	18	1	-1.2	-12	-2	13	15
Cc1cccc2sc(N(CCN(C)C)C(=O)c3cc(Cl)sc3Cl)nc12	-1	-23	14	0	-0.3	-8	-5	-7	0
CCOC(=O)c1c(C)nc2c(c1-c1ccccc1)C(=O)c1ccccc1-2	2	-3	9	-8	-0.7	43	0	17	6
CCOP(=O)(OCC)c1nc(-c2ccc(Cl)cc2Cl)oc1N1CCOCC1	6	-2	22	-5	-1.3	4	-5	2	-2
N#Cc1ccc(Cn2c(=O)oc3ccccc32)cc1	-2	2	19	1	0.4	-12	-1	4	5
O=C(CN1CCN(c2ccc(F)cc2)CC1)c1ccc(O)cc1O	-5	-10	4	-2	-0.7	-2	-3	10	2
CC1(C)Cc2cccc(C(=O)Nc3ccc(F)cc3F)c2O1	-19	-15	20	-21	0.8	-18	-3	15	-1
O=C(COC(=O)c1ccc(S(=O)(=O)Nc2ccccc2)cc1)NCCN1C(=O)CSC1=O	-12	2	2	-4	-0.5	6	-12	5	9
CN(C)c1ccc(C(=O)OCC(=O)NCC2CCCO2)cc1 (stereo not drawn)	-1	-9	10	-2	1.1	-21	-1	-3	8
O=C(COC(=O)c1c(Cl)ccc(Cl)c1Cl)NC1CCS(=O)(=O)C1 (stereo not drawn)	1	1	2	1	-0.6	-11	0	13	1
N#CCC1c2ccccc2CCN1C(=O)Nc1cccc(C(F)(F)F)c1 (stereo not drawn)	-7	-9	24	4	-1.2	17	-8	11	3
COc1ccc(-c2cc(C(=O)N3CCN(c4ncccn4)CC3)c3ccccc3n2)c(OC)c1	-17	-6	-2	-11	-0.4	74*	4	20	16
CCCc1nnc(SCC(=O)N2CCCC(C)C2)n1CCOC (stereo not drawn)	-3	-5	17	3	0.5	5	3	1	5
Cc1ccc(CNC(=O)C(C)OC(=O)c2cccs2)cc1 (stereo not drawn)	3	-2	5	9	-0.1	8	-8	-7	4
CCCc1cc(=O)oc2cc(OCC(=O)NCc3cccs3)ccc12	-2	14	13	7	-0.9	-21	-5	3	1
CC(=O)N1c2ccccc2N2C(c3c(C)c(C)cc(C)c3C)=NON12	2	-2	16	8	-3.3	-39	-11	-2	4
CN(C)c1ccc(-c2nn3c(C4CCCCC4)nnc3s2)cc1	-1	30	-7	1	-3.7	-12	-4	-1	-2
COc1ccc(-n2c(Cc3cccn3C)nnc2SCC(=O)NCC2CCCO2)cc1 (stereo not drawn)	-3	-3	22	8	1.3	-10	2	6	1
COc1ccc(C2C(C(=O)OC(C)C)=C(C)N=c3s/c(=C\c4cccs4)c(=O)n32)cc1 (stereo not drawn)	0	12	-6	-4	12	-20	-2	-1	9
C#CCNC(=O)C1=C[C@H](c2ccc(Br)cc2)[C@@H](CCCO)[C@H](OCC)O1	-6	4	16	1	-1.2	-24	-9	14	1
CCOC(=O)c1ccccc1NC(=O)COC(=O)CCC(=O)c1ccc(C)cc1	-5	12	6	9	1.6	8	-2	4	0

Next part
SMILES	CHRM5 PAM	CRFBP-R2 block	M1 PAM parental	CHRM4 PAM	CRFR2-BP ag	TAAR1 antagonist	M5 ag	M5 antag	TAAR1 agonist
C=CCC[C@@H](Cc1ccc(F)cc1)C(=O)O[C@H](CNC(=O)[C@@H](CC=C)CC(=O)N[C@H](CO)Cc1ccccc1)c1ccccc1	-5	11	-21	-4	-0.3	27	2	2	11
COc1ccc(OCc2cc(C(=O)N3CCSCC3)no2)c(Cl)c1	-1	5	21	12	-2.5	-5	-3	-8	3
Cn1c(=O)c2c(nc(N3CCOCC3)n2CC(=O)C23CC4CC(CC(C4)C2)C3)n(C)c1=O	-6	-26	10	3	-4.4	17	1	9	3
CCCCN1CC(N2CCN(C)CC2)CS1(=O)=O (stereo not drawn)	8	nt	9	14	nt	-37	-4	-8	2
C/C=C/C(=O)OCC(=O)Nc1nc2ccc(C)cc2s1	1	-24	6	11	-0.4	-32	0	-2	3
CCOC(=O)CN1CC23C=CC(O2)C(C(=O)Nc2ccc(OC)cc2OC)C3C1=O (stereo not drawn)	0	17	12	2	-0.8	7	2	-5	0
COc1ccc2[nH]c3c(=O)n(CCCCC(=O)N4CCCC4)c(=S)[nH]c3c2c1	-2	8	9	8	-2.5	23	0	4	2
O=C(NCc1ccccc1)c1cccc2c(-c3ccc(F)c(F)c3)coc12	-5	nt	17	2	nt	nt	-1	4	nt
COc1ccc(S(=O)(=O)NC(C)C)cc1-n1cnnn1	4	18	-9	-1	1.6	9	3	3	2
CCN(CC(=O)Nc1ccc(NC(C)=O)cc1)C(=O)c1ccc(COc2ccccc2)o1	-6	2	9	4	0.1	-3	1	5	2
CC1(C)Cc2c(sc(NC(=O)C(=O)NCC3CCCO3)c2C(=O)O)CO1 (stereo not drawn)	7	-2	-16	8	1.2	-9	-2	-9	1
Cc1ccccc1NCc1nc2ccccc2n1C	-6	-5	-19	-4	-1.3	-3	-4	8	-2
COc1ccc(NC(=S)NC(=O)c2ccccc2Cl)cc1	7	-14	24	-2	0.0	-16	-4	-7	10
Cc1nc(SCC(=O)NC(=O)NCc2ccco2)nc(C)c1C	6	7	13	4	1.4	-8	-2	5	0

Retrieved one by one from the list above:
SMILES	CHRM5 PAM	CRFBP-R2 block	M1 PAM parental	CHRM4 PAM	CRFR2-BP ag	TAAR1 antagonist	M5 ag	M5 antag	TAAR1 agonist
Cc1ccccc1NCc1nc2ccccc2n1C	-6	-5	-19	-4	-1.3	-3	-4	8	-2
C/C=C/C(=O)OCC(=O)Nc1nc2ccc(C)cc2s1	1	-24	6	11	-0.4	-32	0	-2	3
COc1ccc(OCc2cc(C(=O)N3CCSCC3)no2)c(Cl)c1	-1	5	21	12	-2.5	-5	-3	-8	3
COc1ccc(S(=O)(=O)NC(C)C)cc1-n1cnnn1	4	18	-9	-1	1.6	9	3	3	2
COc1ccc2[nH]c3c(=O)n(CCCCC(=O)N4CCCC4)c(=S)[nH]c3c2c1	-2	8	9	8	-2.5	23	0	4	2
CC1(C)Cc2c(sc(NC(=O)C(=O)NCC3CCCO3)c2C(=O)O)CO1 (stereo not drawn)	7	-2	-16	8	1.2	-9	-2	-9	1
CCN(CC(=O)Nc1ccc(NC(C)=O)cc1)C(=O)c1ccc(COc2ccccc2)o1	-6	2	9	4	0.1	-3	1	5	2
